Screening data (PubChem BioAssay)
KCNQ1 act: potentiates or activates the human KCNQ1 potassium channel. CHO-K1 KCNQ1, thallium flux FluxOR fluorescence; hits give high values. hit rate 0.35% among 310,000. B-score at 10 µM. P51787;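 active = fluorescence ratio B-score, a plate-corrected score, at least three library SD, with initial intensity B-score within 5 SD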
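assay system = KCNQ1-transfected CHO-K1 cells | medium = assay buffer with matched DMSO | probe or stimulus = depolarizing K+/Tl+ stimulus, K2SO4 and Tl2SO4 each 12.5 mM in 5x stock | dosing = single dose | incubation = dye 90 min, compound 20 min, room temperature | detection = kinetic FluxOR fluorescence, 10 s baseline plus 110 s post-stimulus | evaluation = ratio B score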
TRPC4 agonist: activators of mouse TRPC4 channel | B-score at 10 µM | HEK293 TRPC4beta/mu-opioid, Fluo4 calcium fluorescence; hits give high values | hit rate 0.49% among 310,000 | Q9QUQ5 | AID 2237;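 active = B-score above 5 SD of library B-scores, and initial fluorescence ratio not above library mean plus 5 SD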;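 also: positive B-score marks a calcium rise read as TRPC4 activation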
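Test system: HEK293 cells stably co-expressing mouse TRPC4beta and mu-opioid receptor | Schedule: Fluo4 dye loading 45 min at room temperature, 110 s recording | Measured by: Kinetic Fluo4 calcium fluorescence, 5 s baseline at 1 Hz | Evaluation: B score of integrated ratio | Controls: Buffer (low) and maximal DAMGO (high)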
DYRK1A inh: blocks rat Dyrk1A kinase activity | Q63470 | ADP-Glo luminescence, NFATc1 peptide | inhibition, % at 12.5 µM | hit rate 0.43% among 310,000; in the data active = inhibition above about 50%;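 also: plate controls were vehicle with enzyme for no effect and no enzyme for full effect; many of its hits are not listed in these tables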
hERG protect: hERG (human) protection from proarrhythmic block. CHO-hERG, FluxOR thallium flux, dofetilide IC70 present. activation (rescue from dofetilide block), less the hit threshold, % at 10 µM. hit rate 0.51% among 310,000;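 active = activation above the mean of controls blocked by dofetilide plus 5 SD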;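 also: thallium influx through hERG after potassium depolarization seen as dye fluorescence rise; in these data hits start at about 4.7%; inactives centre near -7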
ANO1 activ: mouse TMEM16A channel activation, primary screen. Q8BHY3. HEK293 TMEM16A/YFP-H148Q/I152L, iodide quench fluorescence; hits give low values. B-score at 10 µM. hit rate 0.3% among 340,000. AID 623877;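 active = fluorescence-ratio B-score plate-corrected deviation score at least 3 library SD below zero, with starting fluorescence score within 5 deviations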;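 also: channel opened by trigger with iodide after compound preincubation; score built on the fluorescence ratio of max minus min over baseline; more negative score means more quench and so TMEM16A activation or potentiation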
KCNK3 inh: human KCNK3 channel inhibition, primary screen; O14649; CHO-KCNK3 thallium flux, FluxOR fluorescence; hits give low values; B-score at 10 µM; hit rate 0.84% among 340,000;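 active = B-score under library mean minus 4 SD, starting fluorescence ratio at most library mean plus 5 SD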;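 also: more negative B-score means stronger inhibition of thallium flux through KCNK3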
Target sequence (O14649 whole entry, looked up): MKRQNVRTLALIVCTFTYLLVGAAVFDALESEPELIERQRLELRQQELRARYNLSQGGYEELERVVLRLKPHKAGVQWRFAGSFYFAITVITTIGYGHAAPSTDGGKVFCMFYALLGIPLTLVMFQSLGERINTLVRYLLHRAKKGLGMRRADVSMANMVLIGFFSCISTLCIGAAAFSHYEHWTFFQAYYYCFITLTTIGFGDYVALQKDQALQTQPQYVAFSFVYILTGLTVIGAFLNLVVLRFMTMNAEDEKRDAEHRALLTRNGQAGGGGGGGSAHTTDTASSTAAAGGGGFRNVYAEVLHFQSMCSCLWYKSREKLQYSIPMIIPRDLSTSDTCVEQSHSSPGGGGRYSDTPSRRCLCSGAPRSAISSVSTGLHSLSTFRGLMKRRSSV
KCNQ1 inh: human KCNQ1 channel inhibition. hit rate 1.3% among 310,000. CHO-K1 KCNQ1, FluxOR thallium flux fluorescence; hits give high values. B-score at 10 µM;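 active = compounds whose thallium flux B-score, printed positive for inhibition, exceeds three library SD while starting fluorescence stays within three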;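 also: channel opened by potassium depolarization with thallium stimulus after 20 min compound exposure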
ANO1 block: mouse TMEM16A channel inhibition, primary screen | Q8BHY3 | HEK293 TMEM16A/YFP iodide influx fluorescence, ionomycin | normalized B-score (activity score, 25-100; higher = stronger inhibition) at 10 µM | hit rate 1.2% among 310,000;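 active = ratio plate-corrected score three or more library SD toward inhibition, starting fluorescence score within five deviations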;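 also: score derived from kinetic fluorescence span divided by baseline fluorescence per well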
TRPC4 PAM: TRPC4 (mouse) allosteric potentiation | AID 2227 | B-score at 10 µM | hit rate 0.42% among 310,000 | HEK293 TRPC4beta/mu-opioid, DAMGO EC20, Fluo-4 Ca2+ flux; hits give high values | Q9QUQ5;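 active = B-score of calcium response area above 5 SD of library B-scores, with initial fluorescence ratio within 5 SD of library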;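 also: B-score of integrated fluorescence ratio over time as area under calcium response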
HDAC3 inhib: blocks human histone deacetylase 3; recombinant HDAC3, fluorogenic peptide/trypsin coupled, fluorescence; inhibition, % at 8.3 µM; hit rate 0.15% among 320,000; AID 2718; in the data active = inhibition above about 26%, passing the limit was not always enough; inconclusive = no clear call, values can overlap the other calls
KCNK9 inh: inhibitors of human KCNK9 two-pore domain potassium channel. Q9NPC2. HEK293 KCNK9, FluxOR thallium flux fluorescence; hits give low values. B-score at 10 µM. hit rate 1.2% among 310,000;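 active = ratio B-score over 3 SD below the library mean, with starting fluorescence within 5 SD of its mean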;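 also: negative B-score means less thallium flux so channel inhibition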
Target sequence (Q9NPC2 whole entry, looked up, the tested form may be a part): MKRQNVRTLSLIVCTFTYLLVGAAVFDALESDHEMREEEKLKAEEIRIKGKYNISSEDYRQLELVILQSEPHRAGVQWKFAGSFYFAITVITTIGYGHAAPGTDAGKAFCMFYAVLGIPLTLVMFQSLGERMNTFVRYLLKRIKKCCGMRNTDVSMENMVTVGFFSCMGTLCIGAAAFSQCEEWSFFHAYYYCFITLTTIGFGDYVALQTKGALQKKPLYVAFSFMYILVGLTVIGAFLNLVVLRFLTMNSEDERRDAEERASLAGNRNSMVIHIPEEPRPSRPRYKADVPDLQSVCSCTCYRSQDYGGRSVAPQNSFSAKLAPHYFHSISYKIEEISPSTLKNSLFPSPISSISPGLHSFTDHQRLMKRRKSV
* hit, by the source's call; i = inactive; ? = inconclusive; . = not tested or not shown. This is a subset; the hit share may differ from the screen's.

Every second line gives: KCNQ1 act	TRPC4 agonist	DYRK1A inh	hERG protect	ANO1 activ	KCNK3 inh	KCNQ1 inh	ANO1 block	TRPC4 PAM	HDAC3 inhib	KCNK9 inh
- COc1ccc(CNC(=O)CN2C(=O)CSc3ccc(S(=O)(=O)N4CCOCC4)cc32)cc1
  i	i	7	-4	i	i	i	i	i	-6	i
- CC(C)CNS(=O)(=O)c1ccc(CCC(=O)O)cc1
  i	i	-6	-5	i	i	i	i	i	-2	i
- CSC(=NC#N)N1CCN(c2c(C)cccc2C)CC1
  i	i	10	-4	i	i	i	i	i	4	i
- CN1CCN(C(=O)c2ccccc2NC(=O)c2cccs2)CC1
  i	i	-12	-7	i	i	i	i	i	-10	i
- CCn1nc(NS(=O)(=O)c2cccc3nonc23)c2cc3ccc(C)cc3nc21
  i	i	8	-7	i	i	i	i	i	1	i
- COc1ccc(NC(=O)COc2ccc3c(c2)OCO3)cc1
  i	i	3	-4	i	i	i	i	i	-3	i
- S=c1nc(-c2ccccc2)n(CCN2CCOCC2)c2c1CCCC2
  i	i	7	-10	i	i	i	i	i	7	i
- CN(C)C(=O)CCC(=O)N1CCCC(N2CCN(c3cccc(C(F)(F)F)c3)CC2)C1 (stereo not given)
  i	i	-9	0	i	i	i	i	i	-5	i
- CC1CCOC2(O1)C(=O)N(CN1CCN(c3cccc(Cl)c3)CC1)c1ccccc12 (stereo not given)
  i	i	2	-10	i	i	i	i	i	-5	i
- Cc1cccc(NC(=O)C2CCN(S(=O)(=O)c3ccc4c(c3)OCCO4)CC2)n1
  i	i	10	-4	i	i	i	i	i	1	i
- CC(=O)OC(C(=O)NC1CCCCC1)c1ccc(C)cc1 (stereo not given)
  i	i	-6	-6	i	i	i	i	i	4	i
- Cc1c(Cl)cccc1-c1ccc(C(=O)N2CCN(c3ccc([N+](=O)[O-])cc3)CC2)o1
  i	i	3	-10	i	i	i	i	i	0	i
- COc1ccccc1-n1cnc2c(c1=O)c1nc3ccccc3nc1n2-c1ccc(C)cc1
  i	i	-44	-12	i	i	i	i	i	2	i
- CC(CC(=O)Nc1cccc(Cl)c1)c1ccccc1 (stereo not given)
  i	i	1	-15	i	i	i	i	i	-14	i
- COc1ccc(C(c2nnnn2Cc2ccccc2)N2CCN(c3nc4ccccc4s3)CC2)cc1OC (stereo not given)
  i	i	16	-10	i	i	i	i	i	8	-8.7*

Some entries already given with just TRPC4 agonist and KCNQ1 inh:
SMILES,TRPC4 agonist,KCNQ1 inh
CC(=O)OC(C(=O)NC1CCCCC1)c1ccc(C)cc1 (stereo not given),i,i
COc1ccccc1-n1cnc2c(c1=O)c1nc3ccccc3nc1n2-c1ccc(C)cc1,i,i

The list goes on:
Every second line gives: KCNQ1 act	TRPC4 agonist	DYRK1A inh	hERG protect	ANO1 activ	KCNK3 inh	KCNQ1 inh	ANO1 block	TRPC4 PAM	HDAC3 inhib	KCNK9 inh
- C=CCn1c(C)cc(C(=O)COC(=O)C2CC(=O)N(CCc3ccc(OC)c(OC)c3)C2)c1C (stereo not given)
  i	i	.	-10	i	i	i	i	i	.	i
- O=C(c1cc(-c2ccc3c(c2)OCO3)on1)N1CCOCC1
  i	i	2	-10	i	i	i	i	i	3	i
- Cc1cc(C(=O)OCC(=O)NCCc2ccccc2)c(C)o1
  i	i	2	-5	i	i	i	i	i	1	i
- CC(=O)Nc1ccc(S(=O)(=O)NC2(C(F)(F)F)NC(=O)N(C3CCCCC3)C2=O)cc1 (stereo not given)
  i	i	-1	-8	i	i	i	i	i	-4	i
- CC(=O)c1c(O)cc(=O)n(-c2ccccc2)c1-c1cccc2ccccc12
  i	i	-8	-9	i	i	i	i	i	0	i
- O=C(NC1CSC/C1=N\O)c1ccccc1 (stereo not given)
  i	i	-2	-12	i	i	i	i	i	-8	i
- COc1ccc(C)cc1S(=O)(=O)N(CC(=O)N1CCCC1)c1ccccc1
  i	i	-1	-12	i	i	i	i	i	-13	i
- COc1ccc(S(=O)(=O)N2CCOCC2)cc1NC(=O)Cc1ccc(Cl)c(Cl)c1
  i	i	5	-6	i	i	i	i	i	1	i
- CC1(C)c2[nH]c3ccccc3c2C[C@H]2C(=O)N(CCCCCO)CC(=O)N21
  i	i	0	-5	i	i	i	i	i	-4	i
- CN(Cc1ccccc1O)CC1CCCN(CCc2ccc(Cl)cc2)C1 (stereo not given)
  i	i	.	-16	i	i	i	i	i	-10	i
- CCCCCCCC(=O)NN=C1CCN(Cc2ccccc2)CC1
  i	i	2	-3	i	i	i	i	i	6	i
- CCOC(=O)c1c(-c2cccs2)csc1NC(=O)CSc1ncn[nH]1
  i	i	14	-11	i	i	i	i	i	0	i
- CCCOc1ccc(/C(O)=C2\C(=O)C(=O)N(CCCOC)C23C(=O)N(C)c2ccccc23)cc1 (stereo not given)
  i	i	6	-2	i	i	i	i	i	1	i
- CCOC(=O)c1[nH]c2c(c1-c1ccccc1)C(=O)CC(c1ccc(OCC)cc1)C2 (stereo not given)
  i	i	5	-11	i	i	i	i	i	-7	i
- Cc1cc(N2Cc3ccccc3C2)ccc1C=O
  i	i	8	-8	i	i	i	i	i	0	i
- Cc1ccc(NC(=O)CCC(=O)NNS(=O)(=O)c2ccccc2)cc1C
  i	i	-4	-10	i	i	i	i	i	6	i
- CC1CCCC(NC(=O)C2N(CCCN3CCCC3)C(=O)C3C(C(=O)Nc4cccc(Cl)c4)C4C=CC32O4)C1C (stereo not given)
  i	i	-2	-8	i	i	i	i	i	1	i
- Cc1ccc(-c2ccc(CCC(=O)O)n2NC(N)=S)cc1
  i	i	-7	-1	i	i	i	i	i	2	i
- COc1ccc(OC)c(/C=N/n2c(COc3ccccc3)n[nH]c2=S)c1
  i	i	-3	-14	i	i	i	i	i	-20	i
- CCOc1ccccc1N(CC(=O)Nc1ccccc1)S(=O)(=O)c1ccccc1
  i	i	10	-5	i	i	i	i	i	?	i
- Cc1cccc(C)c1NC(=O)NC1(C(=O)NCCCN2CCOCC2)CCCCC1
  i	i	2	-9	i	i	i	i	i	7	i
- COc1ccc(C(=O)O)c(OC)n1
  i	i	-1	-9	i	i	i	i	i	-2	i
- O=C(O)Cc1ccc(NS(=O)(=O)c2ccc3ccccc3c2)cc1
  i	i	0	-4	i	i	i	i	i	1	i
- CN(CCO)Cc1csc2ccc(Br)cc12
  i	i	8	-3	i	i	i	i	i	5	i
- CCCn1c(=O)c2ccccc2n2c(SCc3nnc(-c4ccccc4Br)o3)nnc12
  i	i	-1	-13	i	i	i	i	i	2	i
- O=S(=O)(Nc1nc2ccccc2nc1Cl)c1ccccc1C(F)(F)F
  i	i	-6	-7	i	i	i	i	i	5	i
- CCOC(=O)c1ccc(Nc2nc(C)cc(C)c2C#N)cc1
  i	i	1	2	i	i	i	i	i	0	i
- CC(C)(C)N1CC23C=CC(C[C@@H]2C1=O)O3 (stereo not given in full)
  i	i	1	-10	i	i	i	i	i	2	i
- COC(=O)c1sc2ncn(CC(=O)NCCc3ccc(OC)c(OC)c3)c(=O)c2c1C
  i	i	2	-10	i	i	i	i	i	0	i
- CCOC(=O)C(NC(=O)N(C)C)(Nc1sc(C)c(CC)c1C#N)C(F)(F)F (stereo not given)
  i	i	-2	-10	i	i	i	i	i	32*	i

3 structures from above, ordered by molar mass, rising:
Every second line gives: KCNQ1 act	TRPC4 agonist	DYRK1A inh	hERG protect	ANO1 activ	KCNK3 inh	KCNQ1 inh	ANO1 block	TRPC4 PAM	HDAC3 inhib	KCNK9 inh
- Cc1ccc(-c2ccc(CCC(=O)O)n2NC(N)=S)cc1
  i	i	-7	-1	i	i	i	i	i	2	i
- Cc1cccc(C)c1NC(=O)NC1(C(=O)NCCCN2CCOCC2)CCCCC1
  i	i	2	-9	i	i	i	i	i	7	i
- CCCn1c(=O)c2ccccc2n2c(SCc3nnc(-c4ccccc4Br)o3)nnc12
  i	i	-1	-13	i	i	i	i	i	2	i

Next part.
Every second line gives: KCNQ1 act	TRPC4 agonist	DYRK1A inh	hERG protect	ANO1 activ	KCNK3 inh	KCNQ1 inh	ANO1 block	TRPC4 PAM	HDAC3 inhib	KCNK9 inh
- O=C(O)C1CC=CCC1C(=O)Nc1cccc(C(=O)N2CCCCC2)c1 (stereo not given)
  i	i	1	-5	i	i	i	i	i	0	i
- CC1Cc2ccccc2N1Cc1cccc(S(=O)(=O)N(C)C)c1 (stereo not given)
  i	i	-3	-7	i	i	i	i	i	-6	i
- CCOC(=O)c1ccc(NC(=O)CCC(=O)NCc2ccco2)cc1
  i	i	-1	-7	i	i	i	i	i	19	i
- COC(=O)c1ccccc1NC(=O)Nc1ccc(Cl)cn1
  i	i	-2	-12	i	i	i	i	i	-2	i
- Cc1c(Cl)c([N+](=O)[O-])nn1CC(=O)NCC(C)C
  i	i	-2	-5	i	i	i	i	i	9	i
- Cc1sc2nc(SCC(N)=O)n(-c3ccccc3)c(=O)c2c1C
  i	i	-5	-10	i	i	i	i	i	2	i
- COc1ccc(-n2cnnc2SCC(=O)Nc2cccc(S(N)(=O)=O)c2)cc1
  i	i	-1	-8	i	i	i	i	i	-7	i
- CCc1ccccc1NC(=O)c1cc(S(=O)(=O)N2CCCC2)c[nH]1
  i	i	5	-5	i	i	i	i	i	-8	i
- O=C(Nc1nc2c(s1)CCCC2)C1COc2ccccc2O1 (stereo not given)
  i	i	29	-9	i	i	i	i	i	5	i
- CC(C)NC(=O)CNc1ccc(C(F)(F)F)cc1[N+](=O)[O-]
  i	i	0	-7	i	i	i	i	i	2	i
- O=C(Nc1ccc2oc(-c3cccc(F)c3)nc2c1)c1ccccc1F
  i	i	.	-7	i	i	i	i	i	-6	i
- COc1ccc(NC(=O)C2CCN(S(=O)(=O)c3ccc4[nH]c(=O)oc4c3)CC2)c(OC)c1
  i	i	-1	-3	i	i	i	i	i	-5	i
- CCOC(=O)Cc1csc(N/C(=N/S(=O)(=O)c2cc(Br)ccc2OCC)c2ccccc2)n1
  i	i	-3	-6	i	i	i	i	i	-1	i
- CCc1cc(C(=O)N(C)CC(=O)N(CC(C)C)c2c(N)n(CC(C)C)c(=O)[nH]c2=O)sc1C
  i	i	3	-7	i	i	i	i	i	0	i
- COc1cc(Nc2nc3ccccc3n3nnnc23)cc(OC)c1OC
  i	i	2	-12	i	i	i	i	i	-1	i
- O=C(Cn1c(=S)[nH]c2ncccc2c1=O)NCCc1ccccc1
  i	i	.	2	.	.	i	i	i	-3	i
- CC1CCCN(C(=O)c2ccc(CNc3c(N4CCCCC4)c(=O)c3=O)cc2)C1 (stereo not given)
  i	i	3	-3	i	i	i	i	i	-8	i
